Compound activity from PubChem.
EWS-Fli inh – EWS/Fli-driven NR0B1 reporter inhibitors, primary screen, A673 cells, NR0B1 luciferase, luminescence, MLPCN library; AID 651661, 2012; 350,000 compounds, 0.67% hits; viability-normalised; inhibition, % at 12.6 µM;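 active = mean inhibition of at least 50% after viability correction, with every replicate also passing that limit; inconclusive = mean reaches 50% but only one of two replicates passes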;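 also: firefly luciferase signal divided by Alamar Blue viability fluorescence both relative to DMSO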
miR-122 sensor – miR-122 Renilla sensor signal increase in Huh7, primary screen, miR-122 inhibitor project, cell-based, single point, plate reader | Huh7 miR-122 Renilla luciferase sensor, 48 h; neutral wells = 0, positive control = 100 | activation (reporter increase), % at 12.5 µM | 340,000 compounds, 0.3% hits;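 active = mean replicate activation score at least 90 and every replicate individually at or above 90; inconclusive = only one of the two criteria met; inactive = neither criterion met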;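 also: higher luciferase means less miR-122 activity so hits act as miR-122 inhibitors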
INS-1E GSIS act – GLuc luminescence reporter in INS-1E cells, primary screen for activators of glucose-dependent secretion of insulin | INS-1E GLuc reporter insulin secretion, 2-3 h | activation, % at 16.6 µM | 370,000 compounds, 0.61% hits | AID 743287, 2014;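 active = lowest replicate activation of at least 40%, so every replicate reaches that level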;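 also: 0% = median of neutral control wells and 100% = median of IBMX positive control wells; some compounds called inactive have numbers as strong as hits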
DENV2 CPE rescue – inhibitors of DENV2 cytopathic effect, primary screen, cell-based, plate reader, single concentration; AID 651640, 2012; DENV2-infected cells, cytopathic effect rescue; 350,000 compounds, 1.7% hits; CPE inhibition, % at 9.99 µM; in the data active = CPE inhibition above about 20%, passing the limit was not always enough; inconclusive = no clear call, values can overlap the other calls; tested in BHK-21 cells;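 also: 0% = median of neutral control wells and 100% = median of positive control wells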
F508del corr – F508del CFTR correction, initial screen, CFBE line, single point | AID 720511, 2013 | CFBE cells, YFP halide quenching; stimulated with forskolin plus potentiator P3; % fluorescence drop versus neutral controls | 350,000 compounds, 0.36% hits | activity (quench increase), % at 7.58 µM;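 active = mean added fluorescence quench of at least 8% versus neutral control, with both replicates also reaching 8%; inconclusive = only one of the mean or replicate conditions met; inactive = mean below 8% and not both replicates reaching 8%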;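 also: cells transiently co-express mutant CFTR-F508del with the halide-sensitive YFP; corrector assay measuring rescue of mutant channel to the surface after 24 h compound exposure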
PAX8 inh HTS – inhibitors of PAX8-driven TPO luciferase reporter, primary screen, RMG-I cells, single concentration | AID 652154, 2013 | inhibition, % at 12.6 µM | 360,000 compounds, 1.2% hits | SteadyGlo, 24 h;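 active = mean replicate inhibition at least 60% with every replicate also reaching 60%; inconclusive = only one of the two criteria is met; inactive = mean below 60% and not all replicates reaching 60%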;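 also: luciferase light reporting Pax8 driven TPO promoter activity; plate controls were median of neutral control wells for no effect and mitoxantrone controls for full effect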
FN deposition inh – inhibitors of fibronectin matrix deposition, primary screen, AH1F cells, Alexa488-fibronectin fluorescence, plate reader | AH1F fibroblasts, overnight | inhibition, % at 12.6 µM | 350,000 compounds, 0.086% hits;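 active = mean inhibition across replicates of 30% or more, regardless of how many single replicates reach that level; inconclusive = mean under 30% yet at least half of replicates reach 30%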;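 also: positive control wells lacked labelled fibronectin entirely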
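material = AH1F fibroblast monolayer depositing Alexa488-labelled fibronectin into matrix | amount = 10000 AH1F cells/well | buffer or medium = DMEM plus 2% serum, read in PBS | incubation = 1 h cell adhesion before compound, then overnight fibronectin incubation | detection = fluorescence at 485 nm excitation, 525 nm emission | evaluation = percent inhibition as loss of matrix-bound fibronectin fluorescence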
An asterisk follows results filed as active; ? = inconclusive; . = not tested or not shown; & = joins results of further samples; [ ] = another dose, or the depositor's remark.

molecule,EWS-Fli inh,miR-122 sensor,INS-1E GSIS act,DENV2 CPE rescue,F508del corr,PAX8 inh HTS,FN deposition inh
CC(=O)c1cn(CCC(C)C)c(=O)[nH]c1=O,-17,-2,-1,3,-3.1,-14,-2
CC(C)NC(=O)Nc1ccc2c(c1)C(=O)N([C@H](C)CO)C[C@@H](C)[C@H](CN(C)S(=O)(=O)c1ccccc1)OCCCC[C@H](C)O2,-1,5[16.7 µM],3,-3,2.0,9,-2
Cc1csc(SCCn2c(Br)nc3c2c(=O)[nH]c(=O)n3C)n1,9,-4,8,-3,-1.1,.,.
O=C(CCC1CCCC1)NCc1ccccn1,.,4,.,.,.,-4,0
C[C@H](CO)N1C[C@H](C)[C@H](CN(C)C(=O)Nc2ccc(C(F)(F)F)cc2)Oc2c(NS(=O)(=O)c3cn(C)cn3)cccc2C1=O,-10,3[16.7 µM],-3,1,0.6,.,-8
CCOC(=O)/C(C#N)=C/NC(=O)NC(C)(C)C,9,0,4,4,-1.1,.,.
Cn1ncc(Cl)c1C(=O)N1CCN(C23CC4CC(CC(C4)C2)C3)CC1,.,7,2,-5,3.2,-11,.
Cc1ccc(OCc2cc(C(=O)N(C)Cc3nccn3C)no2)cc1C,.,-2,5,5,0.6,-22,8
CN1CCC(N(C)S(=O)(=O)c2ccc(Cl)cc2)CC1,2,3,4,2,-2.2,-9,-2
CCCC(=O)Nc1ccc2c(c1)OC[C@@H](C)N(Cc1nccs1)C[C@@H](C)[C@H](OC)CN(C)C2=O,-2,.,-4,-7,-1.8,-1,-6
COC(=O)c1c(NC(=O)c2ccccc2)sc(C(N)=O)c1C,11,.,4,.,1.8,30,19
CCCOC(=O)c1c(NC(=O)C2C3C=CC(C3)C2C(=O)O)sc2c1CCC(C)C2 (configuration not stated),1,.,2,4,2.5,4,.
Cc1ccc(NC(=O)C2CCCN2C(=O)OCc2ccccc2)c(O)c1 (configuration not stated),.,10,1,?,-2.0,14,13
O=C(C1CCOCC1)N1CC(=O)N2[C@H](C1)[C@H](c1ccc(C#CCc3ccccc3)cc1)[C@@H]2CO,-4,.,-4,-1,-1.1,.,-15
Cc1ccc(NS(=O)(=O)c2cc3c4c(cccc4c2)C(=O)NC3=O)cc1C,36,16,-2,0,0.3,42,-2
C[C@H]1CCCCO[C@@H](CN(C)C(=O)Nc2ccc(C(F)(F)F)cc2)[C@@H](C)CN([C@@H](C)CO)C(=O)c2cc(NC(=O)CCC(F)(F)F)ccc2O1,8,22[16.7 µM],-15,4,1.1,50,.
NCCc1cnc[nH]1,0&1,3&0,3,5&1,1.3&1.2,-15&8,-8&5
COc1ccc(NS(=O)(=O)c2c(C)n(C)c(=O)n(C)c2=O)cc1OC,-6,-4,.,7,-2.7,9,-3
Cc1ccc(CNC(=O)CCn2cc(-c3ccc(F)cc3)nc2-c2ccncc2)cc1,12,-5,12,-13,-0.4,2,-4
C=CCn1c(-c2csc3ccccc23)n[nH]c1=S,.,-4,7,.,.,.,9
CCCNC(=O)N1CC2(CN(CC3CC3)C2)c2c([nH]c3cc(OC)ccc23)[C@@H]1CO,-8,.,5,3,2.1,6,.
CCN(CC)S(=O)(=O)c1cc(NC(=O)CCn2[nH]c(=O)ccc2=O)ccc1C,6,.,.,6,-0.7,-5,-1
COC(=O)c1ccncc1C(=O)Nc1ccc(Oc2ncc(C(F)(F)F)cc2Cl)cc1,7,.,-12,7,3.0,-11,-5
COCCNC(=O)C1CCCN(Cc2ccc(-c3ccccc3)cc2)CC1 (configuration not stated),1,3,10,18,2.1,.,6
COc1ccc(CN(C)C[C@H]2Oc3ccc(NS(=O)(=O)c4c(C)noc4C)cc3CC(=O)N([C@H](C)CO)C[C@H]2C)cc1,-5,17[16.7 µM],6,12,-0.5,.,-12

Continued:
molecule,EWS-Fli inh,miR-122 sensor,INS-1E GSIS act,DENV2 CPE rescue,F508del corr,PAX8 inh HTS,FN deposition inh
Cc1c(NC(=O)CSc2nnnn2-c2ccc(O)cc2)c(=O)n(-c2ccccc2)n1C,.,-13,.,.,.,7,7
Cc1ccc(Nc2nc(C(=O)NCC3CCCO3)cs2)cc1 (configuration not stated),-17,.,-11,2,-2.3,-9,-17
COc1ccccc1N1CCN(C(=O)C(=O)c2cn(CC(=O)N3CCOCC3)c3ccccc23)CC1,-1,-4,48,-3,-0.2,7,-1
COC(=O)c1cc(Nc2cc(C)c3c(O)cccc3n2)cc(C(=O)OC)c1,-15,-7,18,3,-7.3,2,0
Cn1c(=O)c2cc(NC(=O)Nc3ccccc3)ccc2n1Cc1ccccc1,-43,1,2,1,4.9,-41,2
COc1ccc(-c2ccc(-c3nnn(CC(=O)N4CCOCC4)n3)cc2)cc1,.,2,11,.,.,-99,6
C[C@@H]1CN([C@@H](C)CO)C(=O)c2cccc(NS(=O)(=O)c3ccc(F)cc3)c2O[C@@H]1CN(C)Cc1ccc(-c2ccccc2)cc1,22,-5[16.7 µM],-2,-3,-13,75*,-6
CCOC(=O)Cc1c(C)nc2c(-c3ccc(Cl)cc3)c(C)nn2c1C,11,.,-5,-6,.,2,.
Cc1ccc(-c2noc(CN(C)C(=O)c3ccc(Br)o3)n2)cc1,-9,.,-31,-6,3.9,-3,-2
COc1cc(CN2CCCC(C(=O)Nc3ccccc3Oc3cccnc3)C2)ccc1F (configuration not stated),.,-12,-6,3,2.7,35,9
O=C(C[C@H]1CC[C@H]2[C@@H](COC[C@H](O)CN2CC2CCOCC2)O1)N1CCOCC1,10,-1[16.7 µM],8,-3,-0.7,-4,4
O=C(CN1C(=O)C2C3CC(C(Br)C3Br)C2C1=O)Nc1ccc(C(=O)O)cc1 (configuration not stated),2,.,3,2,-0.5,-7,0
CCOCCCNC(=O)C1CCN(Cc2cccc(OCc3ccccc3)c2)CC1,5,.,-5,-7,-0.7,31,-2
COc1cccc(C(=O)NCCS(=O)(=O)N2CCCC(C)C2)c1 (configuration not stated),-3,-3,-13,?,-5.3,1,-9
CC(C)(C)c1nnc(NC(=O)C2c3ccccc3Oc3ccccc32)s1,-10,2,-4,1,0.8,7,1
COc1cc(CN2CC3(CN(S(=O)(=O)c4cccc(F)c4)C3)c3c([nH]c4cc(OC)ccc34)[C@H]2CO)cc(OC)c1,-2,.,-7,0,0.6,10,-6
C#C[C@]1(O)CC[C@H]2[C@@H]3CCC4=C(CCC(=O)C4)[C@H]3CC[C@@]21C,4,3,.,-7,2.7,10,5
CC(=O)Nc1sc2c(c1C(c1ccc(F)cc1)N1CCOCC1)CCCC2 (configuration not stated),.,1,.,.,.,33,0
CC(=O)Nc1ccc(S(=O)(=O)N2CCN(CC3CC4C=CC3C4)CC2)cc1 (configuration not stated),-4,.,-8,5,-2.3,19,-10
CCCCCCCCN1C(=O)[C@H](CC(=O)NCc2ccccc2)C[C@@]2(C(=O)OCC)CCCC=C12,22,.,31,1,0.3,18,.
COc1ccc(OC)c(NC(=O)CSc2nnc(NC(=O)c3ccco3)s2)c1,-3,-3,12,?,-0.5,.,-4
COc1ccc(C(=O)Nc2ccc3c(c2)OC[C@@H](C)N(C(C)=O)C[C@H](C)[C@@H](OC)CN(C)C3=O)cc1,8,-1[16.7 µM],12,-8,?,.,-5
O=C(C(=O)N1CCN(c2ccccc2)CC1)c1ccccc1,-10,.,-9,?,-2.7,-16,12
CC(C)(C)C(=O)Nc1ccc(-c2cnco2)cc1,-36,.,.,7,0.8,-46,0
Cc1ccc(NC(=O)CN(C)C(=O)CSc2nnc(C)s2)cc1,-10,5,26,-11,-1.4,-3,0

Sorted by the number under DENV2 CPE rescue (lowest first): three from the list above.
| mol | miR-122 sensor | INS-1E GSIS act | DENV2 CPE rescue | F508del corr |
| --- | --- | --- | --- | --- |
| CC(C)(C)c1nnc(NC(=O)C2c3ccccc3Oc3ccccc32)s1 | 2 | -4 | 1 | 0.8 |
| O=C(CN1C(=O)C2C3CC(C(Br)C3Br)C2C1=O)Nc1ccc(C(=O)O)cc1 (configuration not stated) | . | 3 | 2 | -0.5 |
| COC(=O)c1cc(Nc2cc(C)c3c(O)cccc3n2)cc(C(=O)OC)c1 | -7 | 18 | 3 | -7.3 |

The list goes on:
molecule,EWS-Fli inh,miR-122 sensor,INS-1E GSIS act,DENV2 CPE rescue,F508del corr,PAX8 inh HTS,FN deposition inh
O=C(Cc1ccncc1)NCC[C@H]1CC[C@@H](NC(=O)Nc2cccc(F)c2)[C@H](CO)O1,0,.,4,3,1.3,-8,3
COC(=O)[C@H](CCSC)NC(=O)Nc1cccc(C)c1C,6,2,4,2,1.1,-4,6
c1ccc(NC2=NCCN2CC2CCCCCC2)cc1,3,-4,4,-5,-2.1,2,-25
CCN(C[C@H]1N[C@@](Cc2ccccc2)(C(=O)OC)[C@H]2C(=O)N(C)C(=O)[C@@H]12)S(=O)(=O)c1ccc(OC)cc1,2,4,9,6,2.2,-12,.
COc1ccc(C(=O)NCC(=O)N2CCNC(=O)C2)cc1OC,7,-9,20,-1,0.1,-1,15
C[C@H](CO)N1C[C@H](C)[C@H](CN(C)C(=O)Nc2cccc(C(F)(F)F)c2)OCc2ccccc2-c2c(n(C)c3ccccc23)C1=O,-2,.,-19,25*,1.1,.,3
O=C(Nc1ccc2c(c1)COC2=O)c1ccc(Cl)c(Cl)c1,-62,-4,18,7,1.9,-65,.
C[C@@H]1CN([C@@H](C)CO)C(=O)c2cc(NC(=O)C3CCCCC3)ccc2O[C@@H]1CN(C)C(=O)Nc1ccc2c(c1)OCO2,12,2[16.7 µM],-24,-6,0.8,-4,.
c1ccc2c(c1)Oc1ccccc1S2,0,-5,3,-5,-1.9,.,.
COc1ccc(C2/C=C\CN(C(=O)C3CCCC3)[C@H](Cc3ccccc3)C(=O)N2Cc2ccc(F)cc2)cc1 (some centres not stated),2,.,-14,1,3.1,42,-5
CSc1ccc(CN2C(=O)C(C)ON=C2c2ccccc2F)cc1 (configuration not stated),0,.,-6,2,2.2,-7,2
COc1ccccc1C1/C(=C(/O)c2ccc(C)cc2)C(=O)C(=O)N1CCN1CCOCC1 (configuration not stated),.,.,16,.,.,23,-5
COCCSc1ccccc1C(=O)Nc1nncs1,.,3,.,.,.,-4,1
Cc1ccc(NC(=O)CCSCCC(=O)Nc2ccc(C)c(C)c2)cc1C,.,3,.,.,.,-16,-8
CC(C)(C)Sc1ccc2nc3c(n2c1)CCCC3,.,-1,4,.,.,-39,9
C/C=C/c1ccc([C@H]2[C@@H](C#N)N(C(=O)NC3CCCC3)[C@@H]2CO)cc1,0,.,1,-8,-1.7,13,1
Cc1ccc(CNC(=O)c2ccc(N3CCC4(CC3)CC(c3cccc(Br)c3)=NO4)c(NC(=O)c3ccccc3)c2)cc1,1,.,18,-3,-1.0,25,-32
CCc1ccc(CN(C)C(=O)c2cc(S(=O)(=O)N3CCOCC3)ccc2N2CCCC2)cc1,10,.,-20,16,1.7,13,6
CC(C)(C)NC(=O)CN(CCN1CCOCC1)C(=O)CNS(=O)(=O)c1ccc(Cl)cc1,9,.,22,2,-0.1,-5,2
COc1cccc(/C=C/C(=O)OCC(=O)NCc2ccco2)c1OC,7,.,2,4,-2.6,0,0
O=C(/C=C/c1ccccc1)OCN1C(=O)c2ccccc2C1=O,8,-5,-19,0,0.5,-22,3
O=C(Nc1ccc(F)cc1F)N1CCCC(c2nc(-c3ccc(F)cc3)no2)C1 (configuration not stated),-21,.,-3,-5,-2.1,-22,-3
COc1ccc(CCN(C)C(=O)CCc2nnc(-c3ccccc3)o2)cc1OC,-94,.,15,0,0.9,-243,-6
